Screens deposited in PubChem by NCI.
All columns: NCI-60 one-dose screen, growth in % after 48 h at 10 µM unless noted; 100 = growth as untreated, 0 = no growth, -100 = all killed.
UACC-257 – UACC-257 melanoma | 78,000 compounds, 4.4% hits
MALME-3M – MALME-3M melanoma | 78,000 compounds, 5.8% hits | AID 1794766
LOX IMVI – LOX IMVI melanoma; 79,000 compounds, 7.4% hits; AID 1794757
MCF7 – MCF7 breast cancer; AID 1794796; 82,000 compounds, 6.3% hits
HS 578T – HS 578T breast cancer; 78,000 compounds, 4.1% hits; AID 1794788
BT-549 – BT-549 breast cancer. 78,000 compounds, 4.4% hits. AID 1794793
UACC-62 – UACC-62 melanoma; AID 1794756; 81,000 compounds, 5.4% hits
T-47D – T-47D breast cancer. 79,000 compounds, 5% hits. AID 1794792
An asterisk follows results filed as active; / = not tested or not shown; & = joins results of further samples. Rule for the calls: active = growth percent below 10; inactive = the rest. The order is random. Share with any hit: about 11%.

SMILES | UACC-257 | MALME-3M | LOX IMVI | MCF7 | HS 578T | BT-549 | UACC-62 | T-47D
COc1cccc(/C=C2\SC(=S)N(c3ccccn3)C2=O)c1OC | 101.7 | 117.9 | 106.1 | 93.4 | 121.6 | 120.8 | 120.3 | 108.7
COc1ccc2c(=O)cc(C(Cl)(Cl)Cl)oc2c1 | -48.9* | -87.5* | -15.5* | -9.4* | -13.9* | -11.9* | -73.2* | 5.0*
NS(=O)(=O)c1cccc(Nc2nc(SCc3ccccc3)nc3ccccc23)c1 | 105.1 | 104.6 | 93.5 | 90.2 | 100.2 | 100.6 | 100.9 | 98.9
CS(=O)(=O)c1ccc([C@@H](O)[C@@H](CO)NC(=O)C(Cl)Cl)cc1 | 102.1 | 91.4 | 90.4 | 84.5 | 103.5 | 93.7 | 97.7 | 91.3
CCOC(=O)C(F)(C#N)Cc1ccccc1 (stereo unspecified) | 97.5 | 101.0 | 107.1 | 104.0 | 102.5 | 115.8 | 104.1 | 98.3
CCN(CC)CCC(=O)c1ccc(Cl)cc1 | 103.2 | 108.1 | 105.7 | 95.1 | / | 149.8 | 104.9 | 103.4
c1ccc(N2c3ccccc3Sc3ccccc32)cc1 | 106.2 | 123.5 | 106.7 | 97.0 | 146.8 | 107.9 | 101.0 | 107.4
O=CNC(c1ccccc1)(c1ccccc1)c1ccccc1 | 100.5 | 107.3 | 97.8 | 102.4 | 120.7 | 95.6 | 91.2 | 110.7
CC(C)c1cc2c(c3c1C(=O)CC3)C(C)(C)CCC2(C)C | 74.6 | 93.0 | 90.4 | 90.3 | 106.8 | 104.4 | 99.5 | 95.7
CS(=O)(=O)c1ccc(-c2nc3ccccn3c2C=Nc2ccccc2)cc1 | 104.0 | 100.9 | 95.3 | 93.8 | 107.1 | 104.2 | 97.0 | 94.4
CN1CCN(Cc2ccc(NC(=O)c3cncc(C#Cc4cccnc4)c3)cc2C(F)(F)F)CC1 | 63.8 | 27.8 | 34.5 | 31.9 | 37.3 | 82.2 | 87.9 | 78.6
CCN(CC)CC(OC(=O)c1ccc([N+](=O)[O-])cc1)C(COC)OC (stereo unspecified) | 94.5 | 92.1 | 108.0 | 97.7 | 100.1 | 108.9 | 98.6 | 109.2
COc1ccc(C(=O)CCN2CCC(C)CC2)cc1 | 90.7 | 108.5 | 95.5 | 95.0 | 95.6 | 89.1 | 103.0 | 101.2
Cc1ccc(Cl)c(NS(=O)(=O)c2ccc(-c3cnc(C4CC4)o3)cc2)c1 | 67.8 | 62.4 | 33.0 | 12.4 | 13.5 | 34.5 | 26.5 | 45.0
O=C(Cn1cc(COc2ncnc3sc4c(c23)CCCC4)nn1)Nc1ccccn1 | 105.7 | 111.7 | 83.2 | 93.6 | 95.0 | 93.4 | 81.8 | 64.5
C/C1=C\CC2CCC(C)(O)C(CCC3(C)OC3CC1)C2(C)C (stereo unspecified) | / | 80.5 | 94.3 | 102.8 | 101.4 | / | 96.5 | 86.9
O=C1/C(=C\c2ccc(F)cc2)CN(C(=O)c2ccccc2)C/C1=C\c1ccc(F)cc1 | 36.5 | 8.3* | -55.9* | 1.3* | 28.1 | 34.9 | 4.3* | 57.0
COc1ccc(/C=C/C(=O)c2cccc(OCCCOc3cccc(C(=O)/C=C/c4ccc(OC)c(OC)c4)c3)c2)cc1OC | 50.0 | 51.0 | 68.8 | 39.3 | 93.4 | 74.6 | 46.2 | 34.9
C(=C\c1ccccc1)/CSc1ncnc2nc[nH]c12 | 92.3 | 96.3 | 85.7 | 91.0 | 94.7 | 78.9 | 74.0 | 79.9
COC(=O)c1nn2c(c1C(=O)OC)CC(c1ccccc1)N(S(=O)(=O)c1ccccc1)C2C (stereo unspecified) | 113.2 | 95.8 | 105.4 | 100.9 | 109.8 | 86.1 | 97.0 | 89.6
Oc1ccc2ccccc2c1N=Nc1ccc(N=Nc2ccccc2)cc1 | 100.0 | 97.3 | 93.9 | 87.3 | 102.5 | 112.1 | 95.1 | 93.9
CCOC(=O)C(N=Nc1ccccc1)C(C)=O (stereo unspecified) | 105.6 | 115.0 | 104.9 | 99.1 | 113.3 | 109.3 | 96.1 | 96.5
Clc1cccc(/C=N/Nc2nc(N/N=C/c3cccc(Cl)c3)nc(N3CCCCC3)n2)c1 | 111.1 | 109.1 | 105.0 | 83.1 | 104.6 | 94.9 | 79.2 | 76.0
CC[C@H](CC[C@@H](C)[C@H]1CC[C@H]2[C@@H]3CC[C@H]4C[C@@H](O)CC[C@]4(C)[C@H]3CC[C@]12C)C(C)C | 99.8 | 103.1 | 95.0 | 91.9 | 104.1 | 110.9 | 104.6 | 89.6
CC1(C)CC(=O)C2=C(C1)NC(=O)CC2 | 101.1 | 91.7&103.6 | 103.9&98.1 | 95.3&100.7 | 99.9&113.0 | 86.4&100.6 | 92.5&104.3 | 105.3
O=C(O)c1ccc(CNC(=O)c2nc(-c3ccccc3)n(-c3ccc(Cl)cc3)n2)cc1 | 94.4 | 85.6 | 97.1 | 94.4 | 96.3 | 99.4 | 90.4 | 96.5
CCCCNC(=S)NCCCC | 107.4&99.1 | 99.0&121.9 | 101.8&96.5 | 97.4&88.8 | 116.9&104.3 | 120.0&99.0 | 101.5&102.7 | 106.9&101.5
C=C(C)COC(OCC(=C)C)C(C)C | 91.1 | 112.4 | 104.2 | 104.1 | 93.7 | / | 99.9 | 105.1
CC(C)CC(=O)c1c2c(c3oc(=O)cc(-c4ccccc4)c3c1O)C=CC(C)(C)O2 | 113.1 | 103.0 | 97.2 | 88.9 | 96.8 | 97.0 | 87.1 | 92.7
CC(=O)c1ccc(-c2ccc([N+](=O)[O-])cc2)cc1 | 104.8 | 111.5 | 101.8 | 108.3 | 101.1 | / | 110.6 | 109.4
CCCCCCCCCCCCCCCCCCNC(=S)Nc1ccccc1 | 98.2 | 72.2 | 109.2 | 93.7 | / | / | 96.4 | 94.9
CCc1cccc2c1NC(=O)C2=O | 100.1&106.9 | 88.7&89.2 | 84.6&105.1 | 117.7&101.4 | 119.9&107.4 | 97.6&108.2 | 98.2&94.2 | 100.9&101.3
NCCCCCCCCC(=O)O | 99.1 | 93.5 | 97.7 | 98.2 | 88.1 | 101.1 | 102.6 | 110.1
CC1=CC2C=C(C3N(c4ccccc4)NC(=O)[C@@H]4CCCN34)C(=O)NC2C=C1 (stereo partly specified) | 99.7 | 102.5 | 90.3 | 77.8 | 96.3 | 102.4 | 96.8 | 87.2
CN(C)C(=O)C1=NC(Cc2ccccc2)C(=O)N(c2ccc(Cl)cc2)N1 (stereo unspecified) | 97.1 | 99.5 | 97.3 | 99.0 | 106.8 | 96.7 | 91.1 | 104.5
CN(C)c1ccc(C(=O)Nc2nc3c(F)c(F)c(F)c(F)c3s2)cc1 | 102.9 | 87.6 | 95.4 | 72.7 | 83.0 | 94.5 | 85.8 | 78.8
COc1cc(C(NC(=O)N2C(=O)C=CC2=O)NC(=O)N2C(=O)C=CC2=O)ccc1O | 104.1 | 86.1 | 97.2 | 103.5 | 101.7 | 95.0 | 106.5 | 98.1
COCCC[C@H]1O[C@@](O)([C@H](C)[C@@H]2CC(OC)C(O)/C=C(C)/C=C(C)/C=C(\C)C(OC3O[C@@H](C)[C@H](O)C(O)[C@@H]3O)C(C)/C=C(C)/C=C(OC)/C=C(\C)C(=O)O2)C(OC)C(O)[C@]1(C)O[C@H]1C[C@@H](O)[C@H](O[C@H]2C[C@](C)(O)[C@H](O)C(C)O2)C(C)O1 (stereo partly specified) | 3.4* | 51.1 | 76.4 | 22.4 | 86.1 | 28.7 | 58.4 | 24.6
CCNC1(C(N)=O)CCN(Cc2ccccc2)CC1 | 104.6 | 107.2 | 95.1 | 103.8 | 99.4 | 105.9 | 89.4 | 86.3
O=C(O)c1ccc(Nc2nc(O)c(C=Nc3ccc(Cl)cc3)s2)cc1 | 106.5 | 112.4 | 94.6 | 93.9 | 95.6 | 112.2 | 97.7 | 91.9
O=C(OCC(O)CO)c1ccccc1Nc1ccnc2cc(Cl)ccc12 (stereo unspecified) | / | 102.1 | 81.6 | 98.8 | 83.4 | 104.8 | 98.1 | 86.0
CC(NCCNC(C)c1cccnc1)c1cccnc1 (stereo unspecified) | 86.6 | 99.8 | 95.2 | 94.2 | 114.8 | 99.2 | 100.3 | 84.1
Nc1nn(C(=O)c2ccncc2)cc1-c1ccccc1 | 101.6 | 103.7 | 99.8 | 103.1 | 81.8 | 96.6 | 92.8 | 98.8
COc1ccc(/C=N\NC(=O)c2cnn(CC(O)c3ccccc3)c2N)cc1Oc1ccccc1 (stereo unspecified) | 86.6 | 79.8 | 79.4 | 57.4 | 66.3 | 72.9 | 79.1 | 33.1
O=c1c2ccccc2nc(COc2ccccc2)n1/N=C/c1ccc(N2CCCCC2)cc1 | 85.2 | 83.8 | 76.0 | 63.1 | 35.3 | 60.7 | 61.1 | 53.5
C=C1c2nc3ccccc3n2C=C(c2ccc(OC)cc2)N1Cc1ccc(Cl)cc1 | 99.4 | 105.8 | 101.3 | 77.2 | 105.9 | 97.1 | 86.1 | 57.0
CCCSc1ccc2nc(NC(=O)CCOC)sc2c1 | 74.6 | 73.4 | 43.2 | 36.5 | 42.3 | 71.4 | 48.8 | 58.4
CCC(=O)Sc1ccccc1C(=O)Nc1ccc(Cl)cc1 | 94.7 | 6.6* | 42.2 | 19.0 | 54.5 | 10.2 | 54.1 | 45.1
CCN(CC)C(=O)NS(=O)(=O)c1ccc(C)cc1 | 98.5&100.4 | 86.6&99.1 | 73.7&93.3 | 78.4&92.3 | 89.2&96.4 | 87.3&105.6 | 62.0&93.6 | 71.1&104.5
CCN(C(=O)Nc1cccc2ccccc12)c1ccccc1 | 111.6 | 90.6 | 101.9 | 97.8 | 110.8 | 107.5 | 80.5 | 88.1
C=C(C)[C@@H]1CC[C@]2(C)CC[C@]3(C)[C@H](CC[C@@H]4[C@@]5(C)C/C(=C/c6cccnc6)C(=O)C(C)(C)[C@@H]5CC[C@]43C)[C@@H]12 | 100.0 | 111.3 | 86.7 | 85.7 | 88.6 | 102.4 | 91.9 | 80.3
CCNC(=O)C(=O)[C@H](Cc1ccccc1)NC(=O)c1[nH]c2ccccc2c(=O)c1C | 99.9 | 104.7 | 96.3 | 91.1 | 97.2 | 107.7 | 88.9 | 93.7
O=C(CSc1nc2ccccc2c(=O)[nH]1)NNC(=O)c1ccc(Cl)cc1 | 108.1 | 91.4 | 105.0 | 94.7 | 88.8 | 92.6 | 93.6 | 91.2
Oc1ccc(Cl)cc1C(c1cc(Cl)ccc1O)C(Cl)(Cl)Cl | 72.1 | 11.9 | -62.8* | 9.0* | 0.5* | 44.9 | / | 9.9*
CC(=O)OCCc1ccccc1 | 100.4 | 87.8 | 100.8 | 103.4 | 104.4 | 107.1 | 100.2 | 66.7
O=c1c2cc(Cl)ccc2oc2ccc(OCCCCCN3CCCCCC3)cc12 | 83.7 | 113.6 | 73.2 | 75.3 | 83.0 | 79.0 | 85.4 | 74.4
COC(=O)c1[nH]c(=O)[nH]c(=O)c1[N+](=O)[O-] | 78.5 | 98.6 | 100.6 | 95.2 | 97.8 | 107.9 | 89.3 | 96.5
OC1(c2ccccc2)c2ccccc2Oc2ccccc21 | 102.9 | 88.8 | 94.5 | 108.0 | 106.1 | 107.4 | 79.4 | 82.0
CCS(=O)(=O)Nc1ccc(C(=O)CC2(O)C(=O)Nc3ccccc32)cc1 (stereo unspecified) | 103.1 | 90.1 | 94.6 | 92.3 | 104.4 | 115.5 | 96.9 | 89.1
O=Cc1cn(S(=O)(=O)c2ccc(Cl)cc2Cl)c2ccccc12 | 93.7 | 81.4 | 86.4 | 87.7 | 99.4 | 101.5 | 87.5 | 66.7
CCCCCCCn1cc2c(N[C@H](C)c3ccccc3)ncnc2n1 | 109.7 | 94.2 | 99.2 | 90.3 | 91.2 | 101.6 | 80.6 | 99.7
O=C(O)/C=C/c1cc2c(cc1[N+](=O)[O-])OCO2 | / | 92.7 | 96.8 | 91.8 | 95.8 | 95.1 | 102.8 | 95.6
COC(=O)C1=C(C(=O)c2ccco2)C(c2cc(OC)c(OC)c(OC)c2)C(C#N)=C(N)O1 (stereo unspecified) | / | 104.2 | 98.3 | 95.8 | 104.0 | 108.6 | 98.2 | 105.1

Arranged by SMILES length (smallest number first): 8 of the compounds above
SMILES | UACC-257 | MALME-3M | LOX IMVI | MCF7 | HS 578T | BT-549 | UACC-62 | T-47D
CC(=O)OCCc1ccccc1 | 100.4 | 87.8 | 100.8 | 103.4 | 104.4 | 107.1 | 100.2 | 66.7
CCCSc1ccc2nc(NC(=O)CCOC)sc2c1 | 74.6 | 73.4 | 43.2 | 36.5 | 42.3 | 71.4 | 48.8 | 58.4
CCN(C(=O)Nc1cccc2ccccc12)c1ccccc1 | 111.6 | 90.6 | 101.9 | 97.8 | 110.8 | 107.5 | 80.5 | 88.1
Oc1ccc(Cl)cc1C(c1cc(Cl)ccc1O)C(Cl)(Cl)Cl | 72.1 | 11.9 | -62.8* | 9.0* | 0.5* | 44.9 | / | 9.9*
O=c1c2cc(Cl)ccc2oc2ccc(OCCCCCN3CCCCCC3)cc12 | 83.7 | 113.6 | 73.2 | 75.3 | 83.0 | 79.0 | 85.4 | 74.4
CCS(=O)(=O)Nc1ccc(C(=O)CC2(O)C(=O)Nc3ccccc32)cc1 (stereo unspecified) | 103.1 | 90.1 | 94.6 | 92.3 | 104.4 | 115.5 | 96.9 | 89.1
C=C1c2nc3ccccc3n2C=C(c2ccc(OC)cc2)N1Cc1ccc(Cl)cc1 | 99.4 | 105.8 | 101.3 | 77.2 | 105.9 | 97.1 | 86.1 | 57.0
CCNC(=O)C(=O)[C@H](Cc1ccccc1)NC(=O)c1[nH]c2ccccc2c(=O)c1C | 99.9 | 104.7 | 96.3 | 91.1 | 97.2 | 107.7 | 88.9 | 93.7
